HEK293 viab – reduces viability of HEK-293 SNCA reporter cells; Potency, µM (top dose mostly 57.1 µM), inactives show top-dose activity change, negative = cytotoxicity, usual class: cytotoxic; 0.12% of 150,000 active; HEK-293-SNCA-luc viability, GF-AFC fluorescence, 24 h;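 also: potency is read from the fitted curve at half-maximal effect; 0% = DMSO-treated cells and -100% = medium-only wells without cells; nearly all actives have a fitted effect of over 30% in size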
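HEK-293-SNCA-luc cells (1500/well) plated 24 h, then exposed 24 h to a dilution series; GF-AFC added 30 min at 37C, fluorescence 405/540 nm; normalised to medium-only and DMSO wells, Hill fit.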
GPT2 inhibitor – inhibitors of human GPT2 alanine aminotransferase; Recombinant GPT2, coupled pyruvate oxidase/HRP Amplex Red fluorescence; 0.25% of 100,000 active; Q8TD30; Potency, µM (titrated, usually from 57.7 µM), inactives show at the top dose activity change, negative = inhibition, usual class: inhibitors; also: potency is read from the fitted curve at half-maximal effect; nearly all actives have a fitted effect of over 60% in size; many of its hits are not listed in these tables
Target sequence (Q8TD30 whole entry, looked up): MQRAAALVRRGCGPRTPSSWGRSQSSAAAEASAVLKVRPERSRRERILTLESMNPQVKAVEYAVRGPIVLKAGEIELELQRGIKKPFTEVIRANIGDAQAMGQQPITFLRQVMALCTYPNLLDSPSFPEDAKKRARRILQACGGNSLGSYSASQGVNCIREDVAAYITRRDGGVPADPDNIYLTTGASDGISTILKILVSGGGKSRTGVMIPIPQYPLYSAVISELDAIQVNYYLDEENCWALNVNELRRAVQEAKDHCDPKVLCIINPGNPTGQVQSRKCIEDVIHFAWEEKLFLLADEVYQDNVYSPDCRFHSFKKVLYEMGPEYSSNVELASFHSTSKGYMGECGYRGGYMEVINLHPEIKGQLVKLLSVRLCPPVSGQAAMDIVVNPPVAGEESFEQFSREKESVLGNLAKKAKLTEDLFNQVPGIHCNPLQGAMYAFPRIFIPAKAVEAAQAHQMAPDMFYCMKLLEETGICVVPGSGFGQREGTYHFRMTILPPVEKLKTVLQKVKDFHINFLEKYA
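Fluorescence read-out: pyruvate from GPT2 turnover coupled to pyruvate oxidase, HRP and Amplex Red (0.2mM ThPP, 0.2U/mL PO and HRP, 50uM Amplex final). Substrates 250uM a-KG, 2mM L-alanine; enzyme 10ng/uL; 30 min RT.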
IP6K1 inh – inhibitors of human IP6K1 | activity change, % (series mostly up to about 58 µM) | 0.81% of 140,000 active | Q92551 | IP6K1 kinase, ADP-Glo luminescence, 2 h; hits give low values; in the data active = activity change below about -25%
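ADP-Glo luminescence measures ADP made by human IP6K1 during a 2 h RT reaction with ATP/IP6 (mix at 1.3 mM/130 uM); top library doses 57.5 and 19.1 uM final.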
SNCA expr inhib – inhibitors of alpha-synuclein (SNCA) gene expression. 0.17% of 140,000 active. AID 1671194. Potency, µM (top dose mostly 57.2 µM), without a hit: top-dose activity change, negative = inhibition, usual class: inhibitors. HEK-293 SNCA-luciferase knock-in, luminescence, 24 h;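 also: potency is read from the fitted curve at half-maximal effect; plate controls were DMSO cells for no effect and cell-free wells for full effect; nearly all actives have a fitted effect of over 45% in size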
3T3 cytotox – kills NIH 3T3 cells. NIH 3T3 viability, CellTiter-Glo ATP luminescence, 48-72 h. Potency, µM (top dose mostly 96.7 µM), inactives show at the highest dose activity change, negative = cytotoxicity, actives largely listed as inhibitors. 4.3% of 94,000 active. AID 1345082; also: potency is read from the fitted curve at half-maximal effect; nearly all actives have a fitted effect of over 55% in size
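NIH 3T3 cells at 400 cells/well received 23 nL of compound by pintool and were incubated 48 or 72 h at 37 °C. Viability was read as ATP-coupled CellTiter-Glo luminescence.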
HEK293 tox – cytotoxic compounds in HEK 293 cells. 6.6% of 94,000 active. Potency, µM (titrated, usually from 115 µM), for inactives: at the top dose activity change, negative = cytotoxicity, actives largely listed as inhibitors. HEK 293 viability, ATP luminescence (CellTiter-Glo), 48-72 h; also: potency is read from the fitted curve at half-maximal effect; nearly all actives have a fitted effect of over 60% in size
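250 HEK 293 cells/well; compound by pintool; incubated 48 or 72 hr at 37 degree Celsius; CellTiter-Glo added, 10 min RT, luminescence imaged.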
FLuc inh – blocks purified firefly luciferase enzyme activity. Potency, µM (top dose mostly 115 µM), without a hit: top-dose activity change, negative = inhibition, actives largely listed as inhibitors. purified P. pyralis luciferase, luminescence, biochemical. AID 1347043. 2.5% of 76,000 active. P08659; also: potency is read from the fitted curve at half-maximal effect; nearly all actives have a fitted effect of over 65% in size
Target sequence (P08659 whole entry, looked up): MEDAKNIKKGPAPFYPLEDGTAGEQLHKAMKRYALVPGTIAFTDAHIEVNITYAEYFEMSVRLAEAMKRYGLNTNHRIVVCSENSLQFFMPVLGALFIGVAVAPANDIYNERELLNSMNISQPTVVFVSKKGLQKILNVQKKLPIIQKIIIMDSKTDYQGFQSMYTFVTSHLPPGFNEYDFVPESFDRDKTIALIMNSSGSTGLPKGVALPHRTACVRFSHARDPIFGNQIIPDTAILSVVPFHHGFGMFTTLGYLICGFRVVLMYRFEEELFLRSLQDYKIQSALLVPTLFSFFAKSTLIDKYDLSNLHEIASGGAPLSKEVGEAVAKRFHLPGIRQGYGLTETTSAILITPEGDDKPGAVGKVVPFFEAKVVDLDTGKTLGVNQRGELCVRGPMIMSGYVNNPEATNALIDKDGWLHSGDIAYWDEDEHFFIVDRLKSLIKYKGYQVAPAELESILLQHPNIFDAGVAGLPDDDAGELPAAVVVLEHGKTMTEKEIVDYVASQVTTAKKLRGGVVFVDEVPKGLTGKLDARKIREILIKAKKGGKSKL
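Inhibitors were tested against purified firefly luciferase in a biochemical, low-substrate format (both substrates at 10uM) and luminescence measured with a CCD imager.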
An asterisk follows results filed as active; i = inactive; ? = inconclusive; nt = no result given; [ ] = another dose, or the depositor's remark. Unless noted, calls follow the shape of the dose curve; as a rule, active = well fitted curve in the direction sought with a large enough effect; inconclusive = small, poorly fitted or top-dose-only effect, or another doubt; inactive = no such curve, though single readings can be large; an effect the other way counts as inactive or inconclusive. Unless noted, % is scaled to controls: 0 for no effect and ±100 for the full control effect.

Below each compound: HEK293 viab, GPT2 inhibitor, IP6K1 inh, SNCA expr inhib, 3T3 cytotox, HEK293 tox, FLuc inh
COCCc1nncn1C1CCN(S(=O)(=O)c2ccccc2Cl)CC1
 : 1%, i, 0, -15%, -15%, -6%, -1%
O=C(c1cc(CN2CCOCC2)on1)N1CCC(c2nc(C3CCOCC3)no2)C1 (stereo not given)
 : 3%, -4%, 0, -30%, -2%, 6%, 9%
COc1ccc(-c2nc3c(c(-c4ccccc4)n2)CN(C(=O)Nc2ccccc2)CC3)cc1
 : 6%, i, -7, 2%, -17%, -11%, 8%
COC1CCCN(c2ncccc2-c2cc(-c3ccccc3)nc3c(C)noc23)C1 (stereo not given)
 : ?, 0%[88.5 µM], 1, -7%[87.6 µM], ?, 79µM*, 3%[172 µM]
Cc1ccn2c(=O)c(C(=O)NCCc3ccc(S(N)(=O)=O)cc3)c(O)nc2c1
 : 22%, nt, -10, -7%, nt, nt, nt
CCOc1ccccc1NC(=O)N1CCCC(c2nc(C(C)C)no2)CCNC(=O)CC1 (stereo not given)
 : -3%, i, 5, -7%, -15%, -15%, 5%
COCCc1noc(CC2CCOC3(CCN(C(=O)Nc4ccc5c(c4)OCCO5)CC3)C2)n1 (stereo not given)
 : 4%, 1%, -8, 108%[activator], -15%, -17%, 35µM*
COCCN1C(=O)[C@H]2CN(Cc3ccccc3Cl)C[C@H]2C1=O
 : -1%, 4%, 13, -16%, -13%, -1%, 8%
CCOc1ccc(C(=O)c2cn(CC(=O)Nc3ccc4c(c3)OCO4)c3ccc(OC)cc3c2=O)cc1
 : -6%, nt, -5, -16%, nt, nt, nt
Cn1c(Cn2cccn2)nnc1C1CC(NC(=O)COc2cccnc2)C1 (stereo not given)
 : -4%, -18%[11.5 µM], 52, 27%, -14%, -4%, -4%
CCc1cccc(C)c1NC(=O)CN1C(=O)c2c(c3ccccc3n2C)C1c1ccc(OC)cc1 (stereo not given)
 : -1%, nt, 12, -25%, nt, nt, nt
O=C(c1ccc(Cl)cc1)N1CCCC(C(=O)N2CCC(c3nc4ncccc4[nH]3)CC2)C1 (stereo not given)
 : ?, i, 11, 29%, -20%, -4%, nt
CC[C@@H](NC(=O)c1cc(S(N)(=O)=O)ccc1C)C1CC(O)C1 (stereo not given in full)
 : 4%, i, 0, 20%, 5%, i, -4%
O=C(Nc1ccc(Br)cc1)c1cc(-c2cccs2)nc2ccccc12
 : 2%, nt, -6, -19%, nt, nt, nt
O=C(CCC1CCCC1)N1CCCC1c1nc(CCOCC2CC2)no1 (stereo not given)
 : 0%, i, 7, 4%, 4%, ?, -1%
O=S(=O)(c1ccc(Cl)cc1)N1CCC(c2ccncc2)CC1
 : 6%, nt, 18, -1%, nt, nt, nt
CC(C)Oc1ccc(NC(=O)c2cc3ccccc3o2)cc1
 : 17%, nt, -23, -18%, nt, nt, nt
COc1cccc(NC(=O)c2ccnc(-c3nnc4ccc(N(C)C)nn34)c2)c1
 : -13%[87.6 µM], 4%[88.5 µM], -4, 14%[87.6 µM], 32µM*, ?, 13%[172 µM]
COc1cc(NS(C)(=O)=O)ccc1Nc1c2ccccc2nc2ccccc12
 : ?, ?, nt, ?, nt, nt, nt
CCOC(=O)C1c2c(OC)ccc3c2C(=CC(C)(C)CO3)CN1C1COC1 (stereo not given)
 : nt, nt, 4, nt, ?, ?, nt
CC(C)C(=O)Nc1ccc2nc(SCCOc3ccccc3)sc2c1
 : -6%, nt, -4, -3%, nt, nt, nt
COc1cc(NS(=O)(=O)c2c(C(=O)N3CCCCC3)c(C)n(C)c2C)cc(OC)c1OC
 : -1%, nt, -11, 17%, nt, nt, nt
CCCN1CCN(C(=O)Cn2c(C)ccc(NC(=O)Nc3ccccc3)c2=O)CC1
 : 7%, i, 2, 13%, i, -3%, 35µM*
Cc1ccc(CNC(=O)CCCN2C(=O)c3cccnc3Oc3ccc(Cl)cc32)cc1
 : -8%, nt, -20, 3%, nt, nt, nt
COC(=O)c1cc2sc(C)cc2n1Cc1ccccc1
 : 0%, nt, 14, -13%, nt, nt, nt
Cc1ccc(-n2c(=O)c3oc4ccccc4c3n(CC(=O)Nc3ccc(F)c(Cl)c3)c2=O)cc1C
 : -10%, nt, 2, 32%, nt, nt, nt
COc1ccc(S(=O)(=O)N2C[C@@H]3C[C@H](C2)c2c(NC(=O)c4cncnc4)ccc(=O)n2C3)cc1
 : -5%, ?, 3, 48%[activator], i, i, 5%
CC(C)NC(=O)N1Cc2[nH]cnc2C[C@H]1c1nc(-c2ccc(Cl)cc2)no1
 : -10%[87.6 µM], 5%[88.5 µM], -15, 4%[87.6 µM], ?, ?, -14%[172 µM]
O=C([C@@H]1C[C@H](Oc2ccccc2)CN1C(=O)COc1ccc(F)cc1)N1CCCC1
 : -19%, -2%, 15, 3%, -19%, -13%, -1%
COc1ccc2c(c1)-c1nc(NC(=O)c3cc(Cl)ccc3OC)sc1CC2
 : -5%, nt, 16, 38%[activator], nt, nt, nt
C=C1C[C@]23C[C@@]1(O)CC[C@H]2[C@@]12C=C[C@H](O)[C@@](C)(C(=O)O1)[C@H]2[C@@H]3C(=O)O
 : -5%, ?, -7, nt, nt, nt, nt
Cc1cccc(-c2nc(Cn3c(SCc4cc(C)ccc4C)nc4ccncc43)c(C)o2)c1
 : 7%, nt, -6, 17%, nt, nt, nt
O=C(Cc1c[nH]c2ccccc12)N1CC2CC(C1)[C@H]1CCCC(=O)N1C2 (stereo not given in full)
 : -1%, -5%, -8, 1%, i, 11%, -1%
O=C(Cn1c(=O)c(CNc2ccccc2)cc2cc3c(cc21)OCCO3)Nc1ccccc1Cl
 : -6%, nt, -6, 111%[activator], nt, nt, nt
Cc1cc(C)cc(NC(=O)Cn2cc(C(=O)C3CCCCC3)c3ccccc32)c1
 : 1%, nt, -15, -6%, nt, nt, nt
CCOC(=O)N1CCC(NC(=O)c2ccc3c(c2)N(Cc2ccccc2)C(=O)c2ccccc2S3=O)CC1 (stereo not given)
 : 3%, nt, 9, 46%[activator], nt, nt, nt
COc1ccc(Cn2c(=O)c(C(=O)NCc3ccc(Cl)cc3)nc3cccnc32)cc1
 : 0%, 3%, 10, -14%, ?, ?, nt
CCOC(=O)c1ccc(CN(Cc2ccc(C)cc2)S(=O)(=O)c2ccc(F)c(C(=O)Nc3ccc(C)c(F)c3)c2)cc1
 : 5%, nt, 4, -4%, nt, nt, nt
c1ccc(CN2CCC[C@H]2c2nc(-c3ccnc(N4CCOCC4)c3)no2)cc1
 : -18%[87.6 µM], i, 4, 33%[activator][87.6 µM], ?, 89µM*, -6%[172 µM]
CCOc1cccc(C2c3[nH]c4ccccc4c3CCN2C(=O)Cc2cccc(OCC)c2OCC)c1 (stereo not given)
 : 12%, nt, -18, -4%, nt, nt, nt
CCCCOc1ccc(C(=O)N/C(=C\c2ccc(Br)cc2)C(=O)NC2CCCCC2)cc1
 : -3%, nt, 7, -6%, nt, nt, nt
N#Cc1ccc(C(=O)N2CCC3(CC2)CN(Cc2ccccc2)CC3CO)cc1 (stereo not given)
 : -10%[12.5 µM], 4%, 0, -7%, -21%, ?, -10%
Cc1ccc2nc3c(cc(C#N)c(=O)n3-c3nnc(SCc4ccc(F)cc4)s3)c(=O)n2c1
 : ?, nt, 4, -5%, nt, nt, nt
COCCN1CCCC[C@]2(C[C@H](CO)[C@H](c3ccccc3)N2C(=O)OCC(C)C)C1=O
 : nt, nt, -3, nt, ?, ?, nt
COc1ccc(-c2nc3ccc(NS(=O)(=O)c4ccccc4)cc3o2)cc1
 : -11%, nt, -21, 38%[activator], nt, nt, nt
CCN1CCN(Cc2cn(-c3ccccc3F)nc2-c2cc(C)sc2C)CC1
 : ?, i[11.5 µM], -25, 17%, ?, ?, ?
COc1ccccc1CN1CC[C@@H]2OCC(=O)N(Cc3c[nH]c4ccccc34)[C@H]2CC1
 : -9%[87.6 µM], -4%[88.5 µM], -11, -7%[87.6 µM], ?, ?, -5%[172 µM]
CCCCCNC(=O)CCCCCn1c(=O)[nH]c2ccsc2c1=O
 : 7%, nt, -3, -1%, nt, nt, nt
CCC(=O)Nc1ccc(Cl)c(-c2nc3ccccc3[nH]2)c1
 : 10%, nt, -19, 17%, nt, nt, nt
COc1ccccc1C1c2c(-c3ccc(Cl)cc3)n[nH]c2C(=O)N1c1ccc(C)cc1 (stereo not given)
 : -9%, nt, -8, ?, nt, nt, nt
Cn1nccc1C(=O)N1C[C@@H](Oc2cccnc2)C[C@H]1C(=O)N1CCCC1
 : 8%, ?, 0, -12%, 3%, -2%, -9%
COc1cccc(CN2CCCC23Cc2ccccc2CNC3=O)c1 (stereo not given)
 : 0%, -11%, -14, -20%, -26%, ?, nt
CC(C)Cn1c(=O)c2sccc2n2c(CCCC(=O)NCc3ccccc3Cl)nnc12
 : 11%, nt, 26, 9%, nt, nt, nt
O=C1CO[C@H]2CN(C3CCC3)C[C@H]2N1Cc1ccc(OC(F)(F)F)cc1
 : -14%[87.6 µM], -1%[88.5 µM], -16, -24%[87.6 µM], 89µM*, ?, 5%[172 µM]
COC1C(=O)N(CC2CC2)C12CCN(C(=O)NC1CCCCC1)CC2 (stereo not given)
 : 6%, i, 18, 0%, 0%, i, 4%
O=C(c1cn(C2CCCCC2)nn1)N1CCCC(C(=O)N2CCOCC2)C1 (stereo not given)
 : 4%, i, 1, -14%, -4%, -5%, -1%
COc1ccc(CNC(=O)CSCc2nc(-c3ccccc3F)oc2C)cc1
 : -11%, nt, 9, 43%[activator], nt, nt, nt
COC(=O)c1ccccc1NC(=O)Nc1cccc(OCc2cc(=O)n3cccc(C)c3n2)c1
 : 23%, nt, -2, -8%, nt, nt, nt
CC(C)c1ccc(CC(=O)N2CCCc3ncc(C(=O)NCCc4ccccc4)cc32)cc1
 : -11%, -2%, 8, -20%, ?, ?, ?
NC(=O)CSc1ncc2c(n1)-c1ccccc1N(Cc1cccc(F)c1)S2(=O)=O
 : -3%, nt, 32, -11%, nt, nt, nt

Compound profiles, from the list above. Values in the order: HEK293 viab, GPT2 inhibitor, IP6K1 inh, SNCA expr inhib, 3T3 cytotox, HEK293 tox, FLuc inh
COc1ccc(-c2nc3ccc(NS(=O)(=O)c4ccccc4)cc3o2)cc1 as listed: -11%, nt, -21, 38%[activator], nt, nt, nt
Cc1ccn2c(=O)c(C(=O)NCCc3ccc(S(N)(=O)=O)cc3)c(O)nc2c1 as listed: 22%, nt, -10, -7%, nt, nt, nt

Other compounds.
Below each compound: HEK293 viab, GPT2 inhibitor, IP6K1 inh, SNCA expr inhib, 3T3 cytotox, HEK293 tox, FLuc inh
COc1cccc(C2C(C(=O)OC(C)C)=C(C)N=C3SC=C(CC(=O)N4CCCC4)N32)c1OC (stereo not given)
 : -15%, i, 5, 30%, -13%, ?, -9%
CCOC(=O)c1c(C)c(C(=O)NCc2ccc(OC)cc2)c(C)n1CC
 : 11%, nt, 2, ?, nt, nt, nt
CCc1ccc(CN2C[C@@H]3C(=O)N(CCCN4CCCC4=O)C(=O)[C@@H]3C2)cc1
 : ?, i, -7, ?, -29%, -20%, -6%
COc1ccc(C2(C(=O)NCCC3CCN(C(=O)Nc4ccc(C)cc4)CC3)CC2)cc1
 : -6%, i, -8, 4%, ?, ?, -15%

These rows are one share of the data (hit frequency here may not be typical).
